# rCAG binder: molecules binding r(CAG) RNA repeats; inhibition, % at 3 µM; r(CAG) RNA repeat, TO-PRO-1 dye displacement fluorescence; 1.3% of 370,000 active;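 active = inhibition above the plate cutoff, the mean of all test compounds on that plate plus 3 SD, cut at about 35% in these data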;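 note: 0% = DMSO alone and 100% = 100 µM mitoxantrone as full dye displacement; higher means more dye released from RNA so lower well fluorescence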
# TCR-CD3 inh: blocks the human TCR-CD3 interaction | TAMRA-labeled TCR probe fluorescence, biochemical | inhibition, % at 9.4 µM | 0.37% of 360,000 active; in the data active = inhibition above about 19%;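 note: recombinant mutant TCR 2C K166C tagged with TAMRA read by polarization; 0% = receptor in buffer alone and 100% = receptor with positive control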
# mABHD4 FP: ABHD4 (mouse) inhibition, primary FP screen; Q8VD66; purified mABHD4, FP-Rh probe fluorescence polarization; inhibition, % at 8.92 µM; 0.54% of 370,000 active; AID 720543;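 active = inhibition exceeding the mean over every tested compound plus 3 SD, cut at about 30% in these data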;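 note: 0% = plate median of compound wells and 100% = S159A mutant with DMSO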
# Target sequence (Q8VD66 whole entry, looked up): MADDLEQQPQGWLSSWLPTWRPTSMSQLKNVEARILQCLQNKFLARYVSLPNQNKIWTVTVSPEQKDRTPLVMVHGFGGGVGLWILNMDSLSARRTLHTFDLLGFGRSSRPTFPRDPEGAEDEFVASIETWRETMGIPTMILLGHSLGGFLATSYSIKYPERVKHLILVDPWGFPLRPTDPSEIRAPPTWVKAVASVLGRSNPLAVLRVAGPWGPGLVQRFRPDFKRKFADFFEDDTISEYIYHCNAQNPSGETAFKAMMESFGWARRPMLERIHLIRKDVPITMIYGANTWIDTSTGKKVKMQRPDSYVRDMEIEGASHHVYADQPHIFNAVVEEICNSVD
#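 Assay system: mABHD4 protein; medium: HEPES pH 7.0, NaCl, Pluronic buffer; dosing: 8.92 µM, single dose; schedule: 45 min + 60 min at 25 °C; signal: FP readout, ex 525 nm / em 598 nm; read-out: normalized percent inhibition of probe labeling; repeats: single replicate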
# SIAE primary: human SIAE inhibition, primary screen; Q9HAT2; SIAE FP-Rh probe binding, fluorescence polarization; inhibition, % at 9.66 µM; 0.69% of 370,000 active;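 active = inhibition above a cutoff: mean of compounds within the control limits plus 3 SD of those, cut at about 17% in these data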;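 note: 0% = plate median of compound wells and 100% = probe without SIAE protein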
# TDP2 absorb: TDP2 (human) inhibition, absorbance primary screen | O95551 | inhibition, % at 12.8 µM | recombinant TDP2, T5PNP hydrolysis, p-nitrophenol absorbance 415 nm | 0.34% of 370,000 active | AID 720702;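 active = inhibition above the mean of all tested compounds plus 3 SD, set per campaign, cut at about 25% in these data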;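 note: 0% = DMSO with enzyme and 100% = buffer with substrate but no TDP2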
# Target sequence (O95551 whole entry, looked up): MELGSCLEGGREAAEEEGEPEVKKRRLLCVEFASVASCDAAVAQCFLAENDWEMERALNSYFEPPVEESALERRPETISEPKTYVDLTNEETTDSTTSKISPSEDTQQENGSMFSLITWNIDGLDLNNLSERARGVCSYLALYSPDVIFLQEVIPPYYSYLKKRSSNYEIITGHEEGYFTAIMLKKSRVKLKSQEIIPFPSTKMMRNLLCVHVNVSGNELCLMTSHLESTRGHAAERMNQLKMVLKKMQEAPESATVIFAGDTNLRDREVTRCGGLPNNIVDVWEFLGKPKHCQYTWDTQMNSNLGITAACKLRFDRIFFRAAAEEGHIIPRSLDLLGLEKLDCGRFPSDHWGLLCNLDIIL
#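 System – recombinant human TDP2 · Quantity – TDP2 enzyme at 120 nM final · Doses – single concentration, 12.8 µM nominal, with 1% DMSO · Incubation – 2 h at 37 °C · Measured by – epi absorbance of p-nitrophenol freed from T5PNP by hydrolysis · Read-out – % inhibition relative to enzyme-containing and enzyme-free wells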
# PRMT1 inh: inhibitors of human PRMT1; inhibition, % at 2.79 µM; 1.3% of 370,000 active; AID 652257; recombinant PRMT1, activity-based probe fluorescence polarization;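 active = inhibition above about 21% made by adding two undisclosed values, limit read from the data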
# HTRA1 inhibitor: inhibitors of human serine peptidase HTRA1. Q92743. recombinant HTRA1, FP-rhodamine activity-based probe, fluorescence polarization. inhibition, % at 5.96 µM. 0.5% of 340,000 active. AID 504803; in the data active = inhibition above about 36%;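 note: 0% = enzyme with DMSO and 100% = wells lacking enzyme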
# GC-B act: GC-B (human) receptor activation | HEK293-GC-B cells, CNP EC30, cGMP TR-FRET; 0% at EC30 CNP, 100% saturating CNP | activation, % at 10 µM | 0.11% of 370,000 active | AID 1920062;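 active = activation at 10 µM reaching about 35% in either raw or pattern-adjusted values, limit read from the data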
# LEDGF integ inh: blocks HIV-1 LEDGF/p75-dependent DNA integration; TR-FRET IN-LEDGF/p75 DNA integration, Eu/Cy5; inhibition, % at 3.7 µM; 0.64% of 370,000 active;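 active = inhibition above the screen-wide mean plus 3 SD, cut at about 13% in these data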;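 note: signal is the Cy5 over europium emission ratio at 671 and 618 nm; 0% = plate median of compound wells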
# MBD2 DNA inh: blocks human MBD2 binding to methylated DNA; Q9UBB5; TR-FRET, MBD2 binding to methylated oligonucleotide; inhibition, % at 4.4 µM; 0.31% of 370,000 active; AID 686964; in the data active = inhibition above about 13%
# Target sequence (Q9UBB5 whole entry, looked up): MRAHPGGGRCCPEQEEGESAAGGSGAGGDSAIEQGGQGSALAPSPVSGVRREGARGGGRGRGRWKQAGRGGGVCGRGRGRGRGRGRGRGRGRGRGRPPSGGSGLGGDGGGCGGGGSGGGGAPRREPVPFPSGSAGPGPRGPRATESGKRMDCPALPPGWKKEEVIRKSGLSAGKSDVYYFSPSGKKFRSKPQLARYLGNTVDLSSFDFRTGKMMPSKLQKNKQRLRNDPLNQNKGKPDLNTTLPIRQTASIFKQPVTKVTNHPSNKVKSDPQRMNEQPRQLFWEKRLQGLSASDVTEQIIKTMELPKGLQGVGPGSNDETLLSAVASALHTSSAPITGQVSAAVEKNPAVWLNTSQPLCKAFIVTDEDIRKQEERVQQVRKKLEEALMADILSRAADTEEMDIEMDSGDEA
# Numbers without * were called inactive; x = not tested or not shown; & = joins results of further samples.
SMILES,rCAG binder,TCR-CD3 inh,mABHD4 FP,SIAE primary,TDP2 absorb,PRMT1 inh,HTRA1 inhibitor,GC-B act,LEDGF integ inh,MBD2 DNA inh
CCN(CC)S(=O)(=O)c1cccc(C(=O)N[C@H](C(=O)Nc2nc3ccccc3s2)C(C)C)c1,-1,-5,-7,6,2,-4,-4,-22,2,2
CCCC(=O)Nc1nc2ccc(OC)cc2s1,0,6,-2,-3,0,-3,-2,-5,4,6
CCn1ccnc1CNC(=O)CC1C(=O)NCCN1CC(c1ccccc1)c1ccccc1 (stereo unspecified),-3,3,5,-1,-8,-2,3,1,-1,-1
CCn1c(SCC(=O)N2CCN(c3ccccc3)CC2)nnc1-c1c[nH]c2ccccc12,3,-1,0,4,-4,-2,4,-3,3,-1
CC(c1nnc(SCC(=O)Nc2cccnc2Cl)n1Cc1ccccc1)N(C)C (stereo unspecified),-5,-2,5,3,11,1,5,3,1,1
CCOC(=O)N1CCN(C(=O)CN(c2ccc(OCC)cc2)S(C)(=O)=O)CC1,0,-2,4,-8,3,-1,5,4,-5,-1
O=C(COc1ccc(Cl)cc1)NCc1nnc(SCC(=O)N2CCCCCC2)o1,-8,2,-5,0,6,0,4,-10,-1,3
COc1ccc(CC(=O)NCC2COc3ccccc3O2)cc1 (stereo unspecified),-4,9,-4,-8,-3,1,4,-1,1,1
CCCCCC(=O)N1C[C@H](O)[C@@H](n2cc(C3CC3)nn2)C[C@@H]1c1ccc(Cl)cc1,3,6,-4,-9,0,0,1,5,-2,0
C=Cn1c(C(=O)O)cc(CC)c1-c1ccccc1,1,-12,-6,0,2,1,-2,2,5,-4
CC(Sc1nnc(C2CC2)n1C)C(=O)Nc1ccc2c(c1)CCC2 (stereo unspecified),0,4,3,1,-6,-1,3,3,7,2
Cc1ccc(N2C(=O)CC(N3CCN(c4ccccn4)CC3)C2=O)cc1 (stereo unspecified),-3,3,3,4,3,1,2,2,-2,4
CCc1c(C)nc(SCC(=O)Nc2ccc3c(c2)OCCO3)[nH]c1=O,-3,-14,-8,-14,-3,3,-1,-3,-2,6
CCOC(=O)c1c(NC(=O)CSc2n[nH]c(CNc3ccccc3)n2)sc(C)c1C,9,-1,2,-5,-3,0,-10,-4,-6,-2
COCc1c(C#N)c(NCc2cc(OC)c(OC)c(OC)c2)nc(C)c1[N+](=O)[O-],-9,-8,1,7,-11,6,-1,6,-3,-1
Cc1cc(NC(=O)CO/N=C/c2ccc3c(c2)OCO3)ccc1Br,1,4,-1,12,10,1,2,-3,2,0
CC(NC(=O)Cn1nc(-c2ccccc2)ccc1=O)c1ccccc1 (stereo unspecified),3,2,0,4,0,-3,-1,-1,0,2
O=C(NCc1cccnc1)c1ccccc1CCc1ccccc1,-2,-3,4,-2,10,0,1,-1,3,-6
O=C1CC2C(=O)NCCN2C(=NC(=O)c2ccccc2)N1 (stereo unspecified),-3,-3,5,6,2,4,-1,4,-4,2
COc1ccc(CNC2CCC23CCC(c2ccccc2)CC3)cc1OC (stereo unspecified),x,x,9,8,-1,1,x,-6,-1,-6
CC(CO)(CO)NCc1ccc(-c2ccccc2)cc1,0,1,5,0,1,1,-16,-3,-1,0
Cn1cnnc1SCCNS(=O)(=O)c1ccccc1,4,-3,6,4,-6,-3,4,3,-1,3
COCCn1c(SCC(=O)N2CCCC2)nc2c(c1=O)SCC2,3,-10,-1,-2,-16,-1,1,3,3,-6
O=C(NC(=S)Nc1ccc(CN2CCOCC2)cc1)c1ccc2c(c1)OCCO2,1,-3,-2,-7,11,-2,-10,-4,0,0
CC(=O)C1=C(O)C(=O)N(c2ccc(Br)cc2)C1c1ccccc1[N+](=O)[O-] (stereo unspecified),29,14,10,3,-4,2,6,2,-1,-8

# 2 entries drawn at random from the list so far:
SMILES,rCAG binder,TCR-CD3 inh,mABHD4 FP,SIAE primary,TDP2 absorb,PRMT1 inh,HTRA1 inhibitor,GC-B act,LEDGF integ inh,MBD2 DNA inh
CCn1ccnc1CNC(=O)CC1C(=O)NCCN1CC(c1ccccc1)c1ccccc1 (stereo unspecified),-3,3,5,-1,-8,-2,3,1,-1,-1
COc1ccc(CC(=O)NCC2COc3ccccc3O2)cc1 (stereo unspecified),-4,9,-4,-8,-3,1,4,-1,1,1

# Part of the list above, set out differently.
# Results follow in this order: rCAG binder, TCR-CD3 inh, mABHD4 FP, SIAE primary, TDP2 absorb, PRMT1 inh, HTRA1 inhibitor, GC-B act, LEDGF integ inh, MBD2 DNA inh
- CCc1c(C)nc(SCC(=O)Nc2ccc3c(c2)OCCO3)[nH]c1=O
  -3, -14, -8, -14, -3, 3, -1, -3, -2, 6
- CCOC(=O)c1c(NC(=O)CSc2n[nH]c(CNc3ccccc3)n2)sc(C)c1C
  9, -1, 2, -5, -3, 0, -10, -4, -6, -2

# Following part
SMILES,rCAG binder,TCR-CD3 inh,mABHD4 FP,SIAE primary,TDP2 absorb,PRMT1 inh,HTRA1 inhibitor,GC-B act,LEDGF integ inh,MBD2 DNA inh
CCC1(CC)C(=O)N(C)C(=O)NC1=NCc1ccccc1,-2,-1,7,7,0,0,5,5,2,1
CCOC(=O)C1=C(C)C(c2ccc(OC)cc2)NC(=S)N1 (stereo unspecified),1,7,8,0,3,0,2,12,-1,-2
COc1ccc(CNS(=O)(=O)CC2NCCc3ccccc32)cc1 (stereo unspecified),-1,x,4,1,-4,-2,x,-1,2,0
COc1cc(/C=C/c2[nH]c(=O)[nH]c(=O)c2[N+](=O)[O-])ccc1OCCC(C)C,4,-8,-4,4,-6,3,12,-4,0,7
COc1cc(-c2nnc(SCC3(c4ccc(Br)cc4)OCCO3)o2)cc(OC)c1OC,2,6,-1,0,-7,1,-3,-4,3,2
Cc1nnc(C)c2c(C)n(Cc3ccc4c(c3)OCO4)c(C)c12,11,4,2,15,-4,0,20,15,-3,0
Cc1[nH]nc(Sc2ccccn2)c1[N+](=O)[O-],2,-1,-12,-6,6,1,3,1,-1,5
Nc1nc(SCC(=O)c2c(N)n(C3CC3)c(=O)[nH]c2=O)n[nH]1,1,3,1,2,2,2,0,2,2,0
O=C(Nc1cccnc1)c1ccc(Cl)c(S(=O)(=O)N2CCOCC2)c1,3,-3,-7,6,-4,-1,4,-8,-1,8
COc1cc(C(=O)Nc2cc(C)nn2-c2ccccc2)cc(OC)c1OC,-2,-1,5,7,-1,2,-3,5,-3,-5
Cc1ccc(CCC(=O)Nc2ccccc2F)s1,-1,0,4,-5,-3,0,-7,-1,-1,5
CC1(C)CC(NC(=O)C2CCC(=O)N(Cc3ccccc3F)C2)CC(C)(C)C1 (stereo unspecified),-14,1,3,0,-2,1,0,1,2,6
O=S(=O)(c1ccc(Br)cc1)c1nc(-c2ccccc2)oc1N1CCOCC1,-1,8,5,1,-1,9,-7,-8,2,4
O=C(c1cc2nc(-c3ccccc3)cc(C(F)(F)F)n2n1)N1CCCC1,0,4,-5,6,12,-1,1,2,-4,-2
COCc1nc(-c2cc(Br)ccc2OC)no1,-1,8,-2,0,6,0,-3,2,-3,-5
O=C(/C=C/c1cn(-c2ccccc2)nc1-c1cccc(Cl)c1)N1CCN(c2ccccn2)CC1,11,3,-6,-14,1,-5,-97,4,5,1
O=[N+]([O-])c1ccc(C2CN=C(Nc3ccccc3)S2)cc1 (stereo unspecified),1,2,2,-2,5,-1,-2,x,0,1
COc1cc(S(=O)(=O)n2cnc(C)c2)ccc1Cl,1,0,-5,2,4,-4,2,-2,0,-1
Cc1cc(C)c(C)c(S(=O)(=O)N2CCN(C(=O)c3ccccn3)CC2)c1C,0,-3,-1,-2,8,-2,3,8,-1,3
CCC(C)NC(=O)C1CCN(S(=O)(=O)c2cc([N+](=O)[O-])ccc2Cl)CC1 (stereo unspecified),3,6,-1,2,-9,1,3,2,0,-1
COc1cc(CNC(=O)c2cccc(COc3ccc(Cl)cc3)c2)cc(OC)c1,8,8,-44,-46,5,3,-69,6,-2,-1
CC(=O)Nc1ccc(S(=O)(=O)NCCC(=O)OCc2ccc([N+](=O)[O-])cc2)cc1,0,11,-4,-6,-1,0,-3,-2,2,-4
COC(=O)c1ccc(/C=C/c2c(-c3ccc(OC)cc3)sc3ccccc23)cc1,4,3,-13,-4,13,0,-10,-18,1,1
CCCCCCCNC(=O)C1(CC2CC(c3cccc(Br)c3)=NO2)CCN(C(=O)C2CCCC2)CC1 (stereo unspecified),12,1,0,-8,-3,0,-34,2,-3,4
CCOC(=O)C1=C(c2cccc(Oc3ccccc3)c2)NC(=S)NC1C (stereo unspecified),-2,-6,-3,0,-9,1,-14,-13,-5,-2
# Additional results follow.
SMILES,rCAG binder,TCR-CD3 inh,mABHD4 FP,SIAE primary,TDP2 absorb,PRMT1 inh,HTRA1 inhibitor,GC-B act,LEDGF integ inh,MBD2 DNA inh
CCOC(=O)C1=C(Nc2ccccc2)CC(C)(O)C(C(=O)OCC)C1c1ccc(Cl)cc1 (stereo unspecified),0&-5,-2&6,-6&5,-4&2,-4&-1,-2&-4,9&0,-6&-9,2&-3,3&-4
CC(=O)c1ccc(NC(=O)Nc2ccc(Cl)cc2)cc1,12,-4,-36,-25,-9,3,-60,-4,0,-1
O=C(CSc1oc(-c2ccco2)nc1S(=O)(=O)c1ccc(Cl)cc1)NCC1CCCO1 (stereo unspecified),13,3,7,-2,8,21,1,-13,4,-7
Cc1ccc(S(=O)(=O)CCC(=O)Nc2nc(-c3cccnc3)cs2)cc1,4,0,-1,-10,11,1,-4,-6,-1,1
Cc1ccc(Br)c(NS(=O)(=O)c2cccc(C(=O)N3CCNC(=O)C3)c2)c1,7,3,-1,-8,-7,0,-5,2,3,3
Cc1nc2ccccc2n1CC(=O)N/N=C/c1cccnc1,0,6,4,0,4,-3,1,6,2,1
CC(OC(=O)CCCOc1ccccc1)C(=O)Nc1ccc(Cl)cn1 (stereo unspecified),-7,-3,1,3,0,-1,-10,-10,-2,1
CCOc1ccccc1NC(=S)N(Cc1cc2ccc(C)cc2[nH]c1=O)CC1CCCN1CC (stereo unspecified),2,3,-2,5,4,-1,0,2,2,3
CN(C)CC(C)(C)CNC(=O)CC1C(=O)NCCN1Cc1ccc(-c2ccccc2)cc1 (stereo unspecified),-9,6,1,0,-1,0,8,-1,-7,-2
C/C(=N\NC(=O)C(O)c1ccccc1)c1ccc(Br)s1 (stereo unspecified),0,8,1,2,13,-3,-7,0,-4,1
COc1ccc(N2CCN(C(=O)CCNC(=O)Cn3ccc4ccccc4c3=O)CC2)cc1,-7,1,-3,0,-7,-4,7,1,2,0
Cc1ccc(-c2csc3nc(C)n(N)c(=O)c23)cc1,-3,5,2,2,7,0,-2,-3,-1,1
O=c1[nH]c(Cc2cccs2)nc2scc(-c3ccc(Cl)cc3)c12,3,1,-7,5,-5,1,-2,2,-3,-2
Cc1ccc(NC(=O)c2cc3cc(OC(F)(F)F)ccc3[nH]2)cc1,-2,-9,-8,-10,-6,2,x,2,-6,-2
COc1ccccc1CNC(=O)COC(=O)c1cccnc1SCC(=O)NCc1ccccc1OC,0,6,2,-6,2,0,0,-4,3,-3
CC(NC(=O)CCOc1ccccc1)c1ccccc1 (stereo unspecified),-1,-8,1,-1,2,-3,1,-1,-3,0
CC(C)CC1NC(=O)N(CC(=O)N(C)C2CCCCC2)C1=O (stereo unspecified),-2,2,-2,-8,-10,-6,10,2,4,3
Nc1nnc(-c2ccc(Cl)cc2Cl)s1,5,3,1,7,-3,3,-4,0,2,-4

# Source: PubChem (several laboratories)

# This is a subset; the hit share may differ from the screen's.
